# S1P4 agonist: human S1P4 receptor agonism; O95977; S1P4-expressing cell line, agonist reporter assay; activation, % at 4.98 µM; 220,000 compounds, 0.35% hits; in the data active = activation above about 11%;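 also: 0% = DMSO vehicle and 100% = reference agonist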
# S1P4 antagonist: antagonists of human S1P4 receptor; O95977; S1P4-expressing cells, antagonist mode, reporter read-out; inhibition, % at 4.98 µM; 220,000 compounds, 0.26% hits; in the data active = inhibition above about 29%;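 also: 0% = wells stimulated with agonist and 100% = vehicle wells without agonist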
# MDM2 E3 inh: blocks human Mdm2 ubiquitin ligase activity. Q00987. cell-based MDM2 ubiquitination luciferase reporter, 2 h; 0 = plate control, 100 = twice control, blank-subtracted. signal enhancement, % at 5 µM. 210,000 compounds, 0.11% hits. AID 1230;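 active = signal enhancement of 30% or more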;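 also: luminescence tracks abundance of the self-degrading MDM2-luciferase fusion protein; higher signal means inhibition of MDM2 E3 ligase activity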
#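 Buffer or medium: Cells held in DMEM | Assay system: Stable mammalian line carrying autodegrading MDM2–luciferase fusion reporter | Quantity: 2000 cells/well | Times: 4 h settle plus 2 h compound, 37 °C | Doses: One concentration, 5 µM, with 0.2% DMSO | Technique: Luminescence with SteadyLite reagent, 15 min at room temperature | Benchmarks: Plate controls and plate blanks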
# BaF3 parental: reduces parental Ba/F3 cell viability, JAK2V617F counter-screen | CellTiter-Glo ATP luminescence | inhibition, % at 5.6 µM | 220,000 compounds, 1.1% hits;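 active = inhibition above a per-campaign cutoff, the mean inhibition of all tested compounds plus 3 SD, cut at about 27% in these data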;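 also: 0% = DMSO wells and 100% = JAK Inhibitor I control wells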
# Ba/F3 V617F tox: loss of viability in JAK2V617F-driven Ba/F3 cells; inhibition, % at 5.6 µM; 220,000 compounds, 1.1% hits; Ba/F3 EpoR-JAK2V617F viability, ATP luminescence; AID 1446;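 active = inhibition above the campaign mean plus 3 SD over all tested compounds, cut at about 24% in these data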;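 also: cytokine-independent growth of Ba/F3 cells driven by EpoR plus mutant JAK2; 0% = DMSO-treated cells and 100% = JAK inhibitor I control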
# Wee1 degr inh: human Wee1 degradation inhibition, primary screen | HeLa Luc-Wee1K328M stability, luciferase luminescence; 100% = proteasome inhibitor MG132 effect | P30291 | reporter increase, % at 5 µM | 220,000 compounds, 1.2% hits;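 active = activation above the mean of all tested compounds plus 3 SD, set per screening run, cut at about 8.8% in these data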;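 also: cells exposed to compound for 20 h before luminescence read; 0% = DMSO alone and 100% = MG132 at 30 µM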
# NPY-Y2 PAM-ag: potentiators or agonists of human neuropeptide Y receptor Y2; cells expressing NPY-Y2, potentiator/agonist read-out; activation, % at 3.6 µM; 220,000 compounds, 0.45% hits; AID 1359; in the data active = activation above about 27%;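 also: cells stimulated with NPY near EC25 plus isoproterenol at EC100; 0% = vehicle plus submaximal agonist and 100% = vehicle plus saturating agonist; some results beyond the cut were filed as inactive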
# PERK inh: blocks human PERK kinase; inhibition, % at 5.6 µM; 220,000 compounds, 0.17% hits; Q9NZJ5; CHO PERK-DD fusion, SEAP luminescence translation reporter;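 active = inhibition above the mean inhibition of all tested compounds plus 3 SD, set separately per screening campaign, cut at about 2.9% in these data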;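 also: PERK kinase domain activated by AP20187 dimerizer at 100 nM; 0% = DMSO with dimerizer and 100% = rapamycin at 8.4 µM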
# eIF4E-4G inh: eIF4E/eIF4G interaction inhibition in translation initiation; P63073+Q04637; TR-FRET eIF4E-eIF4GI(517-606) binding, 2 h; inhibition, % at 21.7 µM; 220,000 compounds, 0.37% hits;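 active = inhibition above about 30%, limit read from the data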;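 also: 0% = full FRET control wells and 100% = background wells lacking eIF4GI fragment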
# Numbers without * were called inactive; · = no result given; [ ] = dose if it differs, or a comment.
SMILES,S1P4 agonist,S1P4 antagonist,MDM2 E3 inh,BaF3 parental,Ba/F3 V617F tox,Wee1 degr inh,NPY-Y2 PAM-ag,PERK inh,eIF4E-4G inh
Cc1cccc(CSc2nnc(CCCCCNC(=O)OC(C)(C)C)o2)c1,0.7,5,-2,-1,-3,2,-52,-1.3,2
O=C(Cn1nc2n(c1=O)-c1ccccc1SC2)N/N=C/c1cccnc1,0.8,0,-17,-2,-2,-1,6,0.6,-3
Cc1ccccc1N1CCN(C(=O)c2ccccc2NC(=O)C2CC=CCC2C(=O)O)CC1 (centres undefined),-0.8,1,-7,-1,-5,-1,-5,-0.2,-7[fluorescence artefact?]
O=C1CSC(c2ccco2)N1 (centres undefined),-0.9,-9,9,5,0,0,1,0.8,-1
CC(C)Oc1cccc(NC(=O)c2cnccc2C(F)(F)F)c1,-1.1,14,-2,-2,-4,1,-16,1.0,-1
COC(=O)c1cc(CSc2nc3ccccc3[nH]2)oc1C,-2.6,-4,-17,4,-4,-2,8,-1.2,4
N/C(=N\OC(=O)c1cc([N+](=O)[O-])ccc1Cl)c1cccnc1,-1.5,-15,-18,2,-1,2,1,1.5,2
CCN(CC)CCN1C(=O)C(=O)/C(=C(/O)c2ccncc2)C1c1ccccc1F (centres undefined),-1.0,-7,-8,4,1,1,1,1.4,-2
CC1(C)Cc2c(sc3ncnc(N)c23)CO1,-0.5,-31,-8,0,-5,1,12,1.3,1
O=C(N/N=C/c1ccccc1)c1ccc(OCc2ccccc2)cc1,0.5,-23,4,3,0,1,-20,1.5,6
CC(=O)Nc1cccc(NC(=O)c2ccco2)c1,0.1,-12,-5,6,-1,-1,8,0.9,-21[fluorescence artefact?]
CCOC(=O)NC1CCS(=O)(=O)C1 (centres undefined),1.1,-12,-8,3,-1,0,0,0.9,1
COc1ccc(-c2nc(NC(=O)c3n[nH]c(=O)c4ccccc34)sc2C)cc1,-0.2,-46,-11,8,2,32*,3,-0.6,4[fluorescence artefact?]
COc1cc2c(=O)n(Cc3ccco3)c(=O)n(CC(=O)c3cccc(Br)c3)c2cc1OC,1.9,-3,-2,3,-3,-3,-6,-0.9,-26
CC1(C)COC(/C=C/c2ccc([N+](=O)[O-])cc2)=N1,-0.8,-15,-4,1,2,2,6,-0.7,9
COCCNC(=O)c1cc2oc3ccccc3c2n1C,-1.6,-23,-4,5,3,0,11,-1.1,-2
C=CCn1c(=O)/c(=C2/Sc3ccccc3N2CC)s/c1=C1/C(=O)NN=C1C,0.9,-12,-18,3,-1,-2,7,0.1,-2
CC(C)=C(NC(=O)c1ccco1)C(=O)NCCc1nc2ccccc2[nH]1,0.3,-15,-7,0,-3,4,16,0.8,13
Cc1ccc(OCc2nnc(SCc3cc(=O)[nH]c4ccccc34)o2)cc1,-0.6,7,-11,5,-1,0,-4,0.0,-2
Cc1ccnc(NS(=O)(=O)c2ccc(NC(=O)c3ccc(Br)o3)cc2)n1,1.1,-17,-3,3,-3,0,7,0.3,-1
Cc1cc(-c2nc3cccnc3s2)ccc1NS(=O)(=O)c1cccs1,8.1,-6,-23,7,2,3,-8,0.2,2
CC(C)CCn1c(Cl)nc2c1c(=O)n(C)c(=O)n2C,0.5,-12,-1,2,-2,0,8,1.0,-2
COc1ccc(C(=O)/C=C/c2cccs2)c(OC(=O)N2CCOCC2)c1,5.5,-11,-11,5,1,3,10,-0.9,-2[fluorescence artefact?]
CCOc1ccccc1NC(=O)NC1(C(=O)N2CCOCC2)CCCCC1,2.1,-14,-20,3,3,2,-15,-0.8,-4
Cc1ccc(C(=O)Nc2ccc(C(=O)O)cc2)cc1S(=O)(=O)Nc1cccc([N+](=O)[O-])c1,-0.1,-11,-43,1,1,-1,2,-0.3,0
Cn1nc(-c2ccc(OCC(N)=O)cc2)c2ccccc2c1=O,-0.1,-4,-15,5,0,-1,17,0.5,5[fluorescence artefact?]
O=C(CN1C(=O)CC(c2ccccc2)S(=O)(=O)c2ccccc21)NC1CCCC1 (centres undefined),-1.2,3,-20,0,5,-1,-17,-0.9,0
Cc1ccc(-c2nc(CS(=O)CC(=O)NCCC(C)C)c(C)o2)cc1 (centres undefined),1.4,-4,0,7,-3,0,-9,1.4,1
CC(C(=O)N1CCOCC1)c1ccc([N+](=O)[O-])cc1 (centres undefined),-0.9,-7,0,8,1,-1,9,0.9,-4
CCN(CC)c1ccc(NC(=O)c2cncc(Br)c2)cc1,-0.9,-29,-9,5,2,3,-3,-1.0,-6

# Marked active in Wee1 degr inh, of those listed so far:
mol	S1P4 agonist	S1P4 antagonist	MDM2 E3 inh	Wee1 degr inh	NPY-Y2 PAM-ag	PERK inh	eIF4E-4G inh
COc1ccc(-c2nc(NC(=O)c3n[nH]c(=O)c4ccccc34)sc2C)cc1	-0.2	-46	-11	32*	3	-0.6	4[fluorescence artefact?]

# Additional structures:
SMILES,S1P4 agonist,S1P4 antagonist,MDM2 E3 inh,BaF3 parental,Ba/F3 V617F tox,Wee1 degr inh,NPY-Y2 PAM-ag,PERK inh,eIF4E-4G inh
O=C(CSc1nc(-c2ccc(Cl)cc2)[nH]c(=O)n1)Nc1cccc(Cl)c1,0.8,3,-6,2,-6,1,-19,1.0,-3
CCOc1cc(/C=C2\NC(=O)NC2=O)cc([N+](=O)[O-])c1O,0.1,-9,-13,-1,-4,0,0,0.1,1
CN(C(=O)COC(=O)c1cccnc1Nc1ccccc1F)C1CCS(=O)(=O)C1 (centres undefined),0.3,-1,-3,9,1,4,6,0.4,5
Nc1ccc(N2CCCCC2)c2nonc12,4.8,2,-7,4,-1,0,2,1.1,4
Cc1ccc2oc(=O)c3cc(C(=O)NCCN4CCN(C)CC4)sc3c2c1,2.0,-4,-10,7,-2,10*,-11,0.5,1
O=C(Nc1cccnc1)c1cccs1,2.0,-7,-1,87*,46*,1,14,0.9,22[fluorescence artefact?]
CC(=O)OCCN(CCOC(C)=O)c1c(C)[nH]c(=O)[nH]c1=O,1.6,-4,4,-1,-5,1,14,1.9,1[fluorescence artefact?]
O=C(CSc1nc2ccc(NC(=O)C3CCCCC3)cc2s1)NCC1CCCO1 (centres undefined),1.9,-15,-3,2,-2,-2,-1,-0.4,1
CCCCNC(=O)c1ccc2c(SCC(=O)O)c3c(nc2c1)CCCC3,-0.6,-4,-7,3,-2,3,3,1.5,0
COc1ccc(C2=NOC3(CC(=O)N(c4ccc(F)cc4)C3=O)C2)cc1 (centres undefined),2.4,-17,-22,0,-2,-1,-19,-0.6,-3
Clc1ccc(Sc2cc(N3CCOCC3)nc(-c3ccccc3)n2)cc1,0.6,-10,-15,2,0,0,-6,-0.3,4
O=C(CSc1nc2ccccc2o1)c1ccc2c(c1)OCCO2,-0.4,-17,-12,-1,-3,-1,-3,0.4,2[fluorescence artefact?]
CCOC(=O)C(=O)/C(=C\N(C)C)c1onc(-c2c(F)cccc2Cl)c1C(=O)OC,-1.7,-13,-10,-1,-4,-1,1,1.2,·
CC(C)(C)n1nc(C2CC2)cc1NC(=O)Nc1ccc(Cl)cc1,-0.1,2,-12,-1,-2,2,9,0.1,-1
Cc1cc(=O)oc2ccc(OCC(=O)O)cc12,-0.7,-3,8,2,4,-1,-6,0.8,4
O=C(Nc1ccccc1)c1c(F)cccc1F,1.8,-23,-11,3,-2,-1,9,0.1,4
C=CCOC(=O)/C(=C/c1ccco1)NC(=O)/C=C/c1ccccc1,1.4,-7,-35,2,0,-1,-14,-0.6,2[fluorescence artefact?]
CC1CCc2c(sc3nc(CN4CCOCC4)nc(Sc4ccccc4)c23)C1 (centres undefined),0.2,-24,6,2,-2,-1,-8,0.4,18
O=C(C1CCN(c2nnc(-n3cccc3)s2)CC1)N1CCN(c2cccc(C(F)(F)F)c2)CC1,-0.5,-7,-26,6,-1,-1,25,-0.7,0
COc1nc(-c2ccccc2)cc(C(F)(F)F)n1,2.1,-27,-20,5,3,0,3,0.4,-7
CCN(CC)C(=O)CSc1nnc(-c2cnccn2)n1-c1ccc(C)cc1,2.6,0,-22,4,-1,3,-10,0.0,7
O=C(Nc1ccccc1)C1CC(=O)N(c2ccc3c4c(cccc24)CC3)C1 (centres undefined),-0.2,-3,-26,6,-2,4,-11,1.3,-16[fluorescence artefact?]
Cc1ccc(S(=O)(=O)N/N=C(\c2ccccc2)c2cccnc2)cc1,-0.4,-9,-11,1,-1,0,18,1.4,0
CC(=O)c1ccc2c(c1)OCCOCCOCCOCCOCCO2,-1.1,4,-2,-4,-2,-2,-8,1.4,-1
O=C(CCCOc1ccc(Cl)cc1Cl)N/N=C/c1cccc([N+](=O)[O-])c1,0.4,-1,-19,5,-1,-2,4,1.7,5
O=C(CCCCCN1C(=O)c2cccc3cccc(c23)C1=O)NCCO,2.0,-17,-9,8,4,1,-4,0.3,-1
CC1CCN(C2CC(=O)N(c3ccccc3)C2=O)CC1 (centres undefined),0.9,11,12,12,0,0,-10,0.0,3
OCC1(CCOc2ccccc2)CCN(CC2=Cc3cc(Cl)ccc3OC2)CC1,0.6,17,-3,10,5,0,-15,-0.4,1
CC(C)CCNC(=O)C1CCCN1C(=O)NC1CCCCC1 (centres undefined),-0.3,-19,·,5,3,4,2,-0.3,-3[fluorescence artefact?]
O=c1cc(-c2ccccc2)nc(N2CCN(Cc3ccc4c(c3)OCO4)CC2)[nH]1,1.0,-4,-18,8,1,0,-13,0.9,6[fluorescence artefact?]
C=CCc1cccc(/C=N/NC(=O)C(C)Nc2cccc(C)c2)c1O (centres undefined),0.8,-16,-11,4,-2,3,2,1.0,1
CCCCN(C(=O)CSc1cc(C)c2ccc(OC)cc2n1)c1c(N)n(Cc2ccccc2)c(=O)[nH]c1=O,0.8,-13,-4,4,3,2,-4,0.0,-24
O=C(NCc1ccccc1)C1=C[C@@H](c2coc3ccccc3c2=O)C[C@@H](OCCCCO)O1,-0.1,8,·,6,6,0,-3,-0.1,0
Cc1cccc(CN2CCN(c3ccccn3)CC2)c1,1.3,-1,·,-1,-1,-2,10,0.6,·
Cc1ccc(C(=O)OCC(=O)Nc2ccc(S(N)(=O)=O)cc2)c(O)c1,1.8,-7,-6,1,0,0,12,-0.3,2
Cc1ccccc1C(=O)NC(=S)Nc1ccc(N2CCOCC2)cc1,2.2,-22,-5,3,3,5,-8,-0.4,1
CCOC(=O)C1(Cc2ccccc2)CCCN(Cc2ccccn2)C1 (centres undefined),0.2,-6,1,5,-2,-1,-6,0.6,2
CCOc1ccccc1Nc1ncccc1C(=O)N1CCCC1,-1.1,-8,-8,6,1,0,-18,-0.6,-2
Fc1ccccc1N1CCN(c2nc3ccccc3n3nnnc23)CC1,-0.4,-19,-19,-2,-5,-2,-6,0.0,-3
O=C(COc1cccnc1[N+](=O)[O-])NCCc1ccc(Cl)cc1Cl,-0.2,-4,-2,-2,0,-2,2,1.3,3
CCN(CC)S(=O)(=O)c1ccc(NS(=O)(=O)c2cccc(C)c2)cc1,-1.0,7,-2,1,-1,-3,6,0.0,3

# 3 compounds from above, sorted by their value in MDM2 E3 inh, largest number first.
SMILES	MDM2 E3 inh
CCOC(=O)C1(Cc2ccccc2)CCCN(Cc2ccccn2)C1 (centres undefined)	1
CCCCN(C(=O)CSc1cc(C)c2ccc(OC)cc2n1)c1c(N)n(Cc2ccccc2)c(=O)[nH]c1=O	-4
CCOc1ccccc1Nc1ncccc1C(=O)N1CCCC1	-8

# Source: PubChem BioAssay
